TAG inh – reduces triacylglycerol accumulation in H9c2 cells; inhibition, % at 12.5 µM; Nile Red lipid (TAG) fluorescence; cells loaded with 200 µM oleic acid; actives 0.66% (n = 230,000);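 active means pattern-corrected inhibition of lipid staining of at least 50% with the nuclear-stain viability signal not falling by more than 50%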;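 further: 0% = DMSO wells and 100% = triacsin C control wells; some results filed as inactive read as strong as hits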
TAG inh DAPI viability – also measured in TAG inh; calls as there; DAPI nuclei signal change (viability), lower = more cytotoxic, %;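 whole-well DAPI fluorescence read on a plate reader as a viability signal; minus 50 percent equals half of cells still viable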
Starred values were filed as active, the others as inactive. Some of the compounds tested (hit frequency here may not be typical).

SMILES	TAG inh	TAG inh DAPI viability
COc1ccc(N2CCN(C(=O)CCCn3c(=S)[nH]c4cc5c(cc4c3=O)OCO5)CC2)cc1	18	2
O=C(Nc1ccccc1N1CCOCC1)c1cccc(S(=O)(=O)Nc2ccccc2F)c1	1	-4
CS(=O)(=O)N(CC(=O)N1CCN(Cc2ccc3c(c2)OCO3)CC1)C1CCCCC1	-1	0
COC(=O)[C@H]1C[C@H](OC(=O)NCc2ccccc2)[C@@]2(O)CN(S(=O)(=O)c3ccc(C)cc3)CC2[C@H]1C(=O)OC (some centres not stated)	0	-5
Cc1nn(-c2cccc(Cl)c2)c2nc(-c3ccco3)cc(C(=O)O)c12	1	-11
O=C(CSc1nc2ccc(Cl)cc2[nH]1)Nc1ccc2[nH]c(=O)[nH]c2c1	-1	7
CC(C)C[C@H](NC(=O)c1nc[nH]c1C(=O)NC(c1ccccc1)c1ccccc1)C(=O)OC(C)(C)C	10	-53
COc1ccc([N+](=O)[O-])cc1/C=N/NC(=O)c1nonc1N	19	0
N#CC1(NC(=O)COC(=O)C2CCN(S(=O)(=O)c3ccc4c(c3)OCCO4)CC2)CCCCC1	11	6
CCOc1ccc(N(CC(=O)N2CCCCCC2)S(=O)(=O)c2ccc(C)cc2)cc1	-20	-7
Cc1cc2c(C)ccc(C)c2nc1SCC(=O)c1cccs1	-237	-12
CCOc1cc(C2C(C#N)=C(N)Oc3n[nH]c(-c4ccccc4)c32)ccc1O (configuration not stated)	11	-8
Cc1ccc(S(=O)(=O)N[C@H](C(=O)OCC(=O)NC(=O)Nc2ccc3c(c2)OCCO3)C(C)C)cc1	-14	4
C/C=C/c1ccc(OCCCNC(C)CC)c(OC)c1 (configuration not stated)	-21	14
CCN(CC(=O)Nc1c(F)cccc1F)C(=O)c1cccc(S(=O)(=O)N2CCCc3ccccc32)c1	-20	-6

Structural class, those above containing a Cl atom.
SMILES	TAG inh	TAG inh DAPI viability
Cc1nn(-c2cccc(Cl)c2)c2nc(-c3ccco3)cc(C(=O)O)c12	1	-11
O=C(CSc1nc2ccc(Cl)cc2[nH]1)Nc1ccc2[nH]c(=O)[nH]c2c1	-1	7

Back to the main list; the two compounds before the break are reprinted first.
SMILES	TAG inh	TAG inh DAPI viability
C/C=C/c1ccc(OCCCNC(C)CC)c(OC)c1 (configuration not stated)	-21	14
CCN(CC(=O)Nc1c(F)cccc1F)C(=O)c1cccc(S(=O)(=O)N2CCCc3ccccc32)c1	-20	-6
Cc1ccc(S(=O)(=O)Nc2ccc(C(=O)NCCCn3ccnc3)cc2)cc1[N+](=O)[O-]	0	4
COC(=O)c1ccccc1Sc1c(/C=N/OC(=O)c2ccccc2)c(C(F)(F)F)nn1C	-5	5
CCN(C(=O)c1cnc(OC)cc1C(F)(F)F)c1ccc(Cl)cc1Cl	-4	-1
CN(c1ccccc1C(=O)N1CCOCC1)S(C)(=O)=O	8	-1
COc1ccc(S(=O)(=O)Nc2ccc3c(c2)C(=O)N([C@H](C)CO)C[C@H](C)[C@@H](CN(C)C(=O)Nc2c(C)noc2C)O3)cc1	9	-9
COc1ccc(S(=O)(=O)N2CCN(CC(O)CN3CCOCC3)CC2)cc1 (configuration not stated)	-26	13
COc1ccc(C(CNS(=O)(=O)c2ccc(NC(C)=O)c(OC)c2)N2CCCC2)cc1 (configuration not stated)	-3	-1
O=C(O)c1nnn(-c2cccc(C(F)(F)F)c2)c1-c1ccccc1	15	-4
Cc1cc(S(=O)(=O)NC[C@H]2O[C@@H](n3cnc4c(N)ncnc43)[C@H](O)[C@@H]2O)c(C)s1	-1	-4
Nc1ccc2oc(-c3cccc(Br)c3)nc2c1	17	50
CCc1cc2cc(C(=O)Nc3ccc(C)cc3)sc2s1	-2	5
CCOc1ccc(C(=O)N2CCN(S(=O)(=O)c3cccs3)CC2)c(OCC)c1	-1	-2
C(=N\Nc1ccccc1)/c1nc2ccccc2s1	10	-2
O=C(c1ccc2c(c1)OCO2)N1CCN(c2ccccc2F)CC1	17	-6
O=C(c1ccncc1)N1CCN(S(=O)(=O)c2ccc(F)cc2)CC1	-15	-5
COc1ccc([C@H]2CC(=O)C=C(c3cccc(OC)c3OC)C2)cc1OC	-13	5
CC(NC(=O)c1cccc(S(=O)(=O)N(C)c2ccccc2)c1)c1cccnc1 (configuration not stated)	-29	14
CN(c1ccc(C(=O)Nc2ccc3c(c2)OCO3)cc1)S(C)(=O)=O	4	-10
CC(C)CC(=O)Nc1ccnn1C1CCN(C(=O)c2ccccc2F)CC1	-5	-6
CN1CCCN(Cc2nc(-c3cccc(C(F)(F)F)c3)no2)CC1	9	11
Nc1nc2ccc([N+](=O)[O-])c(N)c2s1	12	-17
Cc1ccc(C2C(C#N)=C(N)Oc3n[nH]c(C)c32)cc1 (configuration not stated)	5	-3
COc1ccc(NC(=O)N(C)C[C@H]2Oc3c(NS(=O)(=O)c4ccc(F)cc4)cccc3C(=O)N([C@H](C)CO)C[C@@H]2C)cc1	-7	4
COc1ccccc1CNS(=O)(=O)c1ccc2[nH]cc(C(=O)O)c(=O)c2c1	4	6
Oc1c(C=Nc2cccnc2)sc2ccccc12	6	-9
COc1cccc(C(=O)NCc2ccco2)c1OC	-2	5
CCCC1/C(=N/O)CC(c2ccccc2)NC1c1ccccc1 (configuration not stated)	-19	5
CNC(=O)c1cccnc1Nc1cccc(C(F)(F)F)c1	11	-9
Cc1ccccc1C(C(=O)NCc1ccccc1)N(Cc1ccco1)C(=O)c1ccccn1 (configuration not stated)	14	4
COc1ccc(-n2c(C)c(C(C)=O)c3cc(OCC(N)=O)ccc32)cc1	0	7
COC(=O)c1sccc1NC(=S)OC	11	-7
CCN(CC)CCNC(=O)c1ccc(NC(=O)C2CCN(S(=O)(=O)c3ccc4c(c3)OCCO4)CC2)cc1	3	-4
C/C(=N/NC(=O)c1cccs1)c1ccc(NC(=O)COc2ccc(Cl)cc2)cc1	9	16
CCOC(=O)C1(C)C=C(Nc2ccc(NC(C)=O)cc2)C(=O)N1c1ccc(NC(C)=O)cc1 (configuration not stated)	-16	8
Cc1ccsc1C(=O)N1CCCC1(C)C(=O)NCC(C)C (configuration not stated)	1	10
Cc1cc(=O)oc(C)c1C(=O)NCc1ccco1	-11	1
Cc1ccc(C)c(NC(=O)CSc2nc(C)cs2)c1	-21	-6
COc1ccc(C2=NNC(c3cccs3)=Nc3ccc(OC)cc32)cc1	1	-4
Cc1cccn2c(=O)c(/C=C(\C#N)C(=O)NC3CCS(=O)(=O)C3)c(N3CC(C)OC(C)C3)nc12 (configuration not stated)	3	-7
CCOC(=O)c1ccc(NC(=S)N(CCN2CCCCCC2)Cc2ccco2)cc1	-10	21
C[C@H](CO)N1C[C@H](C)[C@@H](CN(C)S(=O)(=O)c2cccs2)Oc2ccc(NC(=O)Cn3cnnn3)cc2C1=O	5	-13
CC(=O)Nc1cccc(NC(=O)Nc2ccc(C(C)=O)cc2)c1	11	5
Nc1nc(-c2cccc(F)c2)cs1	3	-4
c1ccc(Cn2ccnc2-c2ccco2)cc1	-26	3
Cc1ccc(CC(=O)Nc2ncc([N+](=O)[O-])s2)cc1	5	-1
O=C(Nc1ccccc1N1CCOCC1)c1ccc(S(=O)(=O)NCc2ccco2)cc1	-9	8
CC1CN(C(=O)COC(=O)c2ccc(N(C)C)cc2)CC(C)O1 (configuration not stated)	9	4
Cc1ccc(-c2nc(-c3cccnc3)sc2CC(=O)O)cc1	-30	6
O=C(c1cccc2c1-c1ccccc1/C2=N/O)N1CCCCC1	14	6
Cc1c(-c2ccccc2)[n+](=O)c2c(n1[O-])CCCC2	4	-2
CN(C1CCCCC1)S(=O)(=O)c1ccc2c(c1)c(=O)c(C(=O)O)cn2C	-1	-6
Cc1ccc(C(C[N+](=O)[O-])n2nc(C)cc2C)cc1 (configuration not stated)	9	2
Cc1ccc(S(=O)(=O)N2CCOC2CNC(=O)C(=O)NCCc2ccc(S(N)(=O)=O)cc2)cc1 (configuration not stated)	-2	3
CC(C)(C)NC(=O)COc1coc(CN2CCN(C(=O)c3ccco3)CC2)cc1=O	-6	-2
O=C(Cc1ccccc1)n1nc(-c2ccccc2)nc1NCc1ccco1	2	-4
NC1=NC[C@H](Cc2ccc(O)cc2)N1CCc1cccc(F)c1	7	0
NC1=NN(c2ccccc2)C(=O)C1	-9	-4
COc1ccc(N2CC(C(=O)OC(C)C(=O)c3ccccc3)CC2=O)cc1 (configuration not stated)	0	13
CCN(C(=O)COC(=O)c1oc2ccc(OC)cc2c1C)C1CCCCC1	21	3
F[B-](F)(F)c1cc2ccccc2s1	-23	-6

More compounds
SMILES	TAG inh	TAG inh DAPI viability
CN(Cc1nc(-c2ccccc2)no1)C(=O)c1ccc2c(c1)OCO2	-1	0
CCCNC(=O)c1ccc(CN2CCc3ccccc3C2)cc1	10	-8
CN1CCN(C(=O)/C(=C\c2ccc3c(c2)OCO3)NC(=O)c2cccs2)CC1	19	-1
Oc1c(CN2CCc3ccccc3C2)cc(Cl)c2cccnc12	11	-25
Cc1ccc(S(=O)(=O)NCCC(=O)N2CCN(c3cccc(Cl)c3)CC2)cc1C	-18	-4
CCOc1ccc(-n2c(Cc3cc(=O)[nH]c(=O)[nH]3)nnc2SCC(=O)NC2CCCC2)cc1	11	-10
CCOC(=O)C(=CNCC(=O)OC)C(=O)OCC	11	-10
COc1ccc(CNC(=O)c2ccc(-n3cncn3)c3ccoc23)cc1OC	1	9
CN(C)/C=C/c1[nH]c(=O)[nH]c(=O)c1[N+](=O)[O-]	4	2
C=C(C)C(=O)Nc1cccc(C2=NOC3(C2)C[C@@H](C(N)=O)N(C(=O)/C=C/C=C/C)C3)c1 (some centres not stated)	-1	-7
CCC1(C(=O)OC)CCc2c(cc(OC)c3ccccc23)C1=O (configuration not stated)	0	15
CC(C)(C)OC(=O)C[C@@H]1C/C=C\C[C@@H](CC(=O)N[C@@H](CO)Cc2ccccc2)C(=O)N2CCC[C@@H]2COC1=O	-6	-3
COc1ccc(N2CCC(CNC(=O)Nc3ccc(Cl)cc3)C2)cc1 (configuration not stated)	-14	13
CCOc1ccc(C(=O)N2CCN=C2SC)cc1OCC	-8	2
CCn1c(SCC(=O)Nc2ccc(N3CCOCC3)cc2)nnc1C1CC1	0	1
O=C(Nc1ccc(NC(=O)c2ccc3c(c2)OCO3)cc1)c1cccc(Cl)c1	3	10
ClC(=C\c1ccccc1)/C=N/N1CCN(c2ccccn2)CC1	4	7
COC(=O)c1ccc(NC(=S)NC(=O)c2cccnc2)cc1	-5	-1
CCOc1ccc(NC(=O)C2CCC(CNc3c(N4CCCCC4)c(=O)c3=O)CC2)cc1 (configuration not stated)	-1	-1
Cc1cc(C)n(-c2nc(C)nc(N)n2)n1	0	1
Cc1ccc2c(c1)[C@H]1[C@H](CO2)[C@H](c2ccccc2)[C@]2(C)C(=O)NCC(=O)N12	-12	-21
COc1ccc(OCCSc2nc3nc(C)cc(C)n3n2)cc1	-6	-5
COc1cc(/C=C/C(=O)Nc2ccc(OC)c(S(=O)(=O)N3CCOCC3)c2)ccc1OC(F)F	14	-1
Cc1ccc(CN2C(=O)C(F)(F)Oc3ccccc32)cc1	-1	-2
COc1ccc(OC)c(-c2csc(NC(=O)c3ccc4c(c3)OCO4)n2)c1	-5	0
COc1cccc(C(NC(C)=O)c2nc(-c3ccc4c(c3)OCO4)cs2)c1 (configuration not stated)	-3	-3
NS(=O)(=O)c1ccc(CCNC(=O)C2CCC(Cn3c(=S)[nH]c4ccccc4c3=O)CC2)cc1 (configuration not stated)	4	0
CC(C)(C)CNC(=O)C1(C)CCN1C(=O)C1(c2ccccc2)CC1 (configuration not stated)	-14	8
CCOc1ccc(CCNC(=O)COC(=O)c2cccc(S(=O)(=O)N(C)C)c2)cc1OCC	3	-2
COc1ccccc1CNC(=O)COC(=O)c1ccc(S(=O)(=O)N2CCCCC2)cc1	9	-6

Looked up by structure from the entries so far (3):
SMILES	TAG inh	TAG inh DAPI viability
O=C(Nc1ccc(NC(=O)c2ccc3c(c2)OCO3)cc1)c1cccc(Cl)c1	3	10
COc1ccccc1CNC(=O)COC(=O)c1ccc(S(=O)(=O)N2CCCCC2)cc1	9	-6
CCOc1ccc(CCNC(=O)COC(=O)c2cccc(S(=O)(=O)N(C)C)c2)cc1OCC	3	-2

(list continues)
SMILES	TAG inh	TAG inh DAPI viability
COc1ccccc1NCCC(=O)O	-10	5
CCOC(=O)c1cccc(NC(=O)c2ccc(-n3cnnn3)cc2)c1	7	3
CC(C)CSc1n[nH]c(=S)s1	10	3
O=C(NC1CCCCC1)N(CCN1CCCC1)Cc1cc2cc3c(cc2[nH]c1=O)OCCO3	15	18
C=C(Br)CN1[C@@H](Cc2ccccc2)[C@H](O)[C@@]23C=C[C@@H](C[C@@H]2S1(=O)=O)O3	10	-1
O=C(Cn1cnc2ccccc2c1=O)NNC(=O)c1ccccc1	3	3
CN1C(=O)C2C(c3ccc(N(C)C)cc3)=NN(Cc3ccccc3)C2C1=O (configuration not stated)	-5	5
O=C(NC1CCCCCC1)c1cccc(S(=O)(=O)N2CCOCC2)c1	-7	-4
COc1cccc(NC(=O)CSCc2nc3sc(C)c(C)c3c(=O)[nH]2)c1	-2	13
NS(=O)(=O)c1ccc(CNC(=O)c2ccc3c(=O)n4c(nc3c2)CCC4)cc1	-2	-5
COc1ccc(Br)c(C(=O)N2CCN(S(=O)(=O)/C=C/c3ccccc3)CC2)c1	-7	-4
COc1ccccc1/C=C/C=N/n1c(-c2cc(-c3ccccc3)n[nH]2)n[nH]c1=S	14	-4

Reformatted: 7 of the compounds above.
Structure,TAG inh,TAG inh DAPI viability
C=C(Br)CN1[C@@H](Cc2ccccc2)[C@H](O)[C@@]23C=C[C@@H](C[C@@H]2S1(=O)=O)O3,10,-1
O=C(Cn1cnc2ccccc2c1=O)NNC(=O)c1ccccc1,3,3
CN1C(=O)C2C(c3ccc(N(C)C)cc3)=NN(Cc3ccccc3)C2C1=O (configuration not stated),-5,5
O=C(NC1CCCCCC1)c1cccc(S(=O)(=O)N2CCOCC2)c1,-7,-4
COc1cccc(NC(=O)CSCc2nc3sc(C)c(C)c3c(=O)[nH]2)c1,-2,13
NS(=O)(=O)c1ccc(CNC(=O)c2ccc3c(=O)n4c(nc3c2)CCC4)cc1,-2,-5
COc1ccc(Br)c(C(=O)N2CCN(S(=O)(=O)/C=C/c3ccccc3)CC2)c1,-7,-4

Screening results deposited in PubChem by Sanford-Burnham Center for Chemical Genomics.
